EP2 antag: blocks the human prostaglandin E2 receptor EP2; hit rate 0.52% among 260,000; AID 1422; P43116; inhibition, % at 25 µM; C6 glioma cells expressing human EP2, cAMP TR-FRET; cells stimulated with saturating PGE2;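 active means percent inhibition above 40 after rounding to a whole number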;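 further: rat C6 glioma host cells with rolipram phosphodiesterase inhibitor present; the protocol text gives 20 µM as final concentration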
Target sequence (P43116 whole entry, looked up): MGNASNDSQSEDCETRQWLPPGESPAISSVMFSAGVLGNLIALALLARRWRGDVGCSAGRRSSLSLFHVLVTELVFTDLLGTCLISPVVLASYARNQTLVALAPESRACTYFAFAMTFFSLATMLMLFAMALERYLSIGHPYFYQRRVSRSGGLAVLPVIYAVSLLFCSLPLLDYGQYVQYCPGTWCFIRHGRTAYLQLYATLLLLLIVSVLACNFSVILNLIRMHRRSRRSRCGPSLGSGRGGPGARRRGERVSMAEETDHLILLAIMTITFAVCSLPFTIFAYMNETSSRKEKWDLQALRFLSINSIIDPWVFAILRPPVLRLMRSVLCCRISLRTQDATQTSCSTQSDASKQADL
Runt-SMMHC FRET: inhibitors of human RUNX1 Runt domain binding to CBFb-SMMHC. Q01196+Q13951. inhibition, % at 20 µM. AID 1434. hit rate 0.74% among 220,000. Cerulean-Runt/Venus-CBFb-SMMHC FRET ratio 530/480, 1 h;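 active means mean inhibition across duplicate retests at 20 µM reaching about 50%, limit read from the data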;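 further: 0% = DMSO wells and 100% = wells with excess untagged CBFb-SMMHC; inhibitors lower the FRET ratio by blocking Runt binding to CBFb-SMMHC; some results filed as inactive read as strong as hits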
PERK inhibitor: human PERK inhibition, primary cell-based screen; Q9NZJ5; CHO PERK-DD fusion, SEAP luminescence translation reporter; inhibition, % at 5.6 µM; hit rate 0.17% among 220,000; AID 1416;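 active means inhibition above the mean inhibition of all tested compounds plus 3 SD, set separately per screening campaign, cut at about 2.9% in these data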;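 further: PERK kinase domain activated by AP20187 dimerizer at 100 nM; 0% = DMSO with dimerizer and 100% = rapamycin at 8.4 µM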
Hck-Nef inh: human Hck-Nef kinase inhibition; hit rate 0.68% among 220,000; P08631; inhibition, % at 20 µM; AID 463187; Recombinant Hck-YEEI plus Nef, Z-Lyte FRET kinase assay;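 active means Hck-Nef kinase inhibition above about 50%, limit read from the data; inactive means inhibition below that limit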;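 further: 0% = DMSO with Hck plus Nef and 100% = Hck alone without Nef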
zVAD death inh: blocks zVAD induced death of L929 cells. L929 zVAD necroptosis rescue, ATP luminescence, 24 h; with zVAD 60 µM. viability rescue, % at 10 µM. hit rate 0.38% among 220,000. AID 1377;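 active means activation, scaled between plate controls, above about 75%, limit read from the data; inactive means activation under that limit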;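 further: 0% = zVAD with DMSO and 100% = DMSO alone without zVAD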
Runt-CBFb FRET: Runt domain-CBFb interaction inhibition; AID 1496; Cerulean-Runt/Venus-CBFb FRET ratio 530/480, 1 h; inhibition, % at 20 µM; hit rate 0.46% among 220,000;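 active means inhibition over about 50% at 20 µM in the single-dose screen, limit read from the data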;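 further: 0% = DMSO wells and 100% = excess unlabeled CBFb competitor control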
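Assay system: Cerulean-Runt domain fusion protein, energy donor; Signal: fluorescence energy transfer, 422 nm excitation, 530/480 nm emission; Timing: 1 h compound exposure, room temperature; Control set: unlabeled CBFb; Medium: Tris buffer pH 7.5 with salts and BSA; Compound: single test concentration of 20 µM, 1% DMSO final; Probe or stimulus: Venus-CBFb 100 nM.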
RBBP9 inhibitor: inhibitors of human serine hydrolase RBBP9; AID 1515; O75884; recombinant RBBP9, FP-Rh probe fluorescence polarization; hit rate 0.2% among 220,000; inhibition, % at 7.94 µM;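 active means inhibition above the campaign mean of all tested compounds plus 3 SD, cut at about 14% in these data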;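 further: plate controls were DMSO wells with RBBP9 for no effect and wells lacking RBBP9 protein for full effect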
Target sequence (O75884 whole entry, looked up): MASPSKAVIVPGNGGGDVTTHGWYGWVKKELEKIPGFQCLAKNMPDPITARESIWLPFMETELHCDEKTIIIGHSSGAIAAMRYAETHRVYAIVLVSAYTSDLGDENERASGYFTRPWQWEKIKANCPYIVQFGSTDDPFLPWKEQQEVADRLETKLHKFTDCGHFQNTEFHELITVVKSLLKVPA
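Assay system: recombinant human RBBP9; Reagent: Serine-hydrolase probe FP-Rh, 375 nM pre-mixing; Doses: 7.94 µM single dose, 0.794% DMSO; Incubation: 30 min then 45 min, 25 °C; Detection: fluorescence polarization (mP), excitation 525 nm, emission 598 nm; Evaluation: percent inhibition from mP, scaled between DMSO and no-protein wells.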
TNF death inh: blocks TNF-alpha induced death of Jurkat FADD-/- cells | hit rate 0.068% among 220,000 | activation (protection from cell death), % at 10 µM | Jurkat FADD-/- TNF necroptosis rescue, ATP luminescence, 24 h; 0 = TNF only, 100 = no-TNF cells | AID 463075;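 active means activation, meaning protection from cell death, of at least 50% relative to plate controls; inactive means activation below 50%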;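 further: necroptosis triggered by 40 ng/mL TNF-alpha added together with compound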
EP2 modulator: modulators of human EP2 prostaglandin E2 receptor; induction, % at 25 µM; EP2-expressing cells, cAMP HTRF FRET, PGE2 co-stimulation; hit rate 0.83% among 260,000;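 active means compounds whose cAMP rise, as percent of the full-agonist control response, exceeds 60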;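 further: rat C6 glioma line stably carrying human EP2 under a CMV promoter; the protocol text gives 20 µM as final concentration; 100% = response of wells given 1 µM PGE2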
An asterisk follows results filed as active; . = not tested or not shown.

compound,EP2 antag,Runt-SMMHC FRET,PERK inhibitor,Hck-Nef inh,zVAD death inh,Runt-CBFb FRET,RBBP9 inhibitor,TNF death inh,EP2 modulator
CNC(=O)COc1ncnc2sc(C)c(C)c12,10,-3,0.4,0,-0.4,2,-4,-1.1,1
CCCN(CCC)C(=O)c1ccccc1C(=O)N(CCC)CCC,10,0,0.3,4,-1.3,-1,-5,-2.5,24
O=C(NCCCn1ccnc1)c1cc(S(=O)(=O)N2CCOCC2)ccc1F,4,2,0.7,22,1.4,0,-5,1.3,-2
COc1ccc(NC(=O)CSc2nnc(C3CC3)n2C)cc1,4,2,0.5,15,7.5,-2,-8,0.6,20
Cc1ccccc1S(=O)(=O)Cc1ccc(C(=O)N2CCN(c3cccc(C)c3C)CC2)o1,3,1,0.0,1,3.6,-4,-8,-18,1
CCOc1ccc(Oc2nc(NCC(C)C)nc(OC)n2)nn1,19,2,0.2,-5,0.4,0,-7,-1.3,10
CCn1c(SCC(=O)Nc2ccc(OC)cc2)nnc1-c1ccco1,14,1,-1.0,6,0.5,0,6,-0.2,-1
COc1cc(C2C3C(=O)N(Cc4ccccc4)C(=O)C3ON2c2ccccc2)cc(OC)c1OC (stereo not drawn),15,-1,-1.3,-1,-0.4,-4,-7,-5.3,-34
CCCn1c(C)cc(=O)c2cc(NC(=O)c3ccccn3)ccc21,25,0,-0.8,4,1.6,-2,-10,-5.4,-34
O=C(CN1CCN(Cc2ccccc2)CC1)N/N=C/C=C/c1ccco1,5,-3,0.3,1,1.2,1,-8,-1.8,-2
CCOC(=O)/C(C#N)=C1/C=CN(c2ccccc2)C=N1,11,2,0.4,-1,0.6,-1,-4,3.5,9
CC1(C)OC(=O)N(Cc2ccco2)C1(C)O (stereo not drawn),13,1,0.5,1,-0.1,2,-10,-0.4,15
O=C(Cc1ccc(S(=O)(=O)N2CCOCC2)s1)NCCC(c1ccccc1)c1ccccc1,5,-7,-0.1,4,-0.7,-2,-6,-4.0,12
CCOc1ccccc1CN1CCN(Cc2cccc3c2OCO3)CC1CCO (stereo not drawn),7,-2,0.4,19,1.3,1,1,1.4,2
Cc1c(C)n(O)c2ccc3nonc3c12,11,-49,1.1,6,-0.9,1,-1,-1.0,-40
O=C(CSc1nc2ncccc2[nH]1)NCCc1ccccc1,10,-1,1.1,6,-0.7,0,0,1.1,5
COc1cc(/C=N/Nc2nc(N3CCCC3)nc(N3CCCC3)n2)ccc1O,5,0,-1.0,-1,-0.9,0,-3,-1.8,-4
Cc1cc(C)cc(NC(=S)NCCN2CCOCC2)c1,11,.,1.4,0,0.0,.,4,-1.4,.
COc1ccc(NC(=S)N(CCN(C)C)C(C)c2ccco2)cc1Cl (stereo not drawn),6,0,1.0,3,-0.4,0,-6,1.7,19
O=C(C1CCC(N2C(=O)C3CC=CCC3C2=O)CC1)N1CCCCC1 (stereo not drawn),7,-5,-0.1,-1,0.3,0,-3,-0.3,3
CN1CCSc2ccc(C(=O)Nc3ccc(Cl)cc3)cc21,8,-1,0.5,24,0.9,1,-3,0.2,-39
Cc1ccc(/C=N/n2cnc3sc4c(c3c2=O)CCCC4)o1,3,-2,-0.4,0,1.8,-1,5,0.9,10
O=C(COc1cccc2c1CCN(Cc1ccc(Br)cc1)C2=O)NCc1ccco1,4,-5,-0.5,0,1.5,0,-5,-2.4,1
O=C(NCC1CCCN(Cc2ccc3nonc3c2)C1)c1cccc(C(F)(F)F)c1 (stereo not drawn),12,.,-0.1,22,0.3,.,-4,0.4,-83
COC(=O)CSc1nnc(CCc2nc3ccccc3[nH]2)n1C,5,-2,0.6,-8,1.5,0,-7,0.0,9
CCOc1nc(C)ccc1-c1noc(-c2ccncc2)n1,2,0,0.3,0,-0.1,-5,-6,-3.5,17
Cc1nn(C)c(=O)n1-c1ccccc1,4,1,0.8,24,2.3,1,-7,1.3,-9
COc1ccccc1-n1cc(CN2CCN(CC=C(C)C)C(CCO)C2)cn1 (stereo not drawn),10,0,-1.1,23,-1.0,2,-5,-0.9,0
COc1ccc(NS(=O)(=O)c2cccc(C(=O)N/N=C(\C)c3ccc(-n4ccnc4)cc3)c2)cc1,10,-8,-0.2,59*,0.2,2,-22,0.5,-43
Cc1onc(-c2ccccc2)c1NC(=O)N(CCC(=O)O)Cc1ccccc1,8,-1,0.1,6,-0.2,-1,-10,0.5,-24
CCOC(=O)CSc1nnc(-c2cccc(Br)c2)o1,0,-4,0.6,2,1.4,2,-6,0.9,23
CCOc1ccc2oc(=O)cc(C)c2c1,6,0,0.6,3,0.7,1,-1,-1.0,-35
COCC(=O)OCC(=O)Nc1cc(C)c(C)cc1[N+](=O)[O-],8,-1,-0.3,5,1.6,-2,-4,0.0,17
COC(=O)c1c(NC(=O)C2C3CCC(O3)C2C(=O)O)sc2c1CCCCCC2 (stereo not drawn),3,-3,0.9,4,0.6,-4,4,0.4,-8
Cc1ccc(C(=O)NC(=S)Nc2ccccc2C(F)(F)F)cc1,19,2,1.6,2,-0.3,4,-7,-2.7,2
O=C(O)C1C2C=CC(O2)C1C(=O)NCCCn1ccnc1 (stereo not drawn),15,-1,1.6,7,2.4,-1,1,-0.4,-1
COc1cc(CN2CCNC(=O)C2CC(=O)NCc2csc(C(C)C)n2)cc(OC)c1 (stereo not drawn),9,0,0.4,34,2.3,-1,-5,0.8,0
COc1ccc(/C(O)=C2/C(=O)C(=O)N(c3nc(C)c(C)s3)C2c2ccco2)cc1 (stereo not drawn),37,4,-0.1,2,-0.4,18,-8,0.4,21
Cc1ccn(-c2ccc([N+](=O)[O-])cc2)n1,7,-2,1.4,2,0.0,3,4,0.5,-4
CC1(C)Cc2c(sc3[nH]c(=S)n(Cc4ccccc4)c(=O)c23)CO1,20,13,0.5,-23,-0.2,14,-9,-1.8,17
COc1ccc(OC)c(/C=N/NC(=O)c2[nH]nc3c2CCc2ccccc2-3)c1,7,1,0.0,8,2.0,-1,-11,4.2,-55
Cc1ccc(Cl)cc1NC1=NC(=S)N(C(C)C)C12CCCCC2,7,-2,0.9,2,0.0,1,2,-1.0,93*
N#CCCN(C(=S)NC(=O)c1ccco1)c1ccccc1F,3,-6,0.5,13,-0.3,6,-7,1.5,29
Cc1ccc(NC(=O)c2nc3nccc(C)n3n2)c(C)c1,9,-4,0.6,16,2.6,3,-6,1.5,3
COc1cccc(N2CC(O)=C(c3nc4ccccc4c(=O)[nH]3)C2=N)c1,11,-2,-2.5,1,0.7,-5,5,-9.0,-24
COc1ccc(CNC(=O)C(=O)NCCCn2ccnc2)cc1,5,.,0.6,21,2.2,.,-8,-0.9,14
COc1ccccc1N1CCN(C(=O)c2cc(C(C)(C)C)oc2C)CC1,10,2,-0.5,3,-0.3,-2,-3,-1.3,-20
CCOC(=O)c1c(C)[nH]c(O)c1C=Nc1ccccc1,9,-3,-0.1,14,87*,0,-7,-12,9
COC(=O)c1cc(NC(=O)Nc2cc(OC)ccc2OC)cc(C(=O)OC)c1,15,-2,0.1,-16,-0.1,-4,-13,-1.2,-18
Cc1cc(C)nc(NCCCc2ccccc2)n1,.,-3,0.2,2,-0.7,-2,0,-0.9,17
CC(NC(=O)C(c1ccccc1)c1ccccc1)C(=O)N1CCCCC1 (stereo not drawn),7,-4,1.8,-45,-0.2,0,-8,0.6,24
Cc1cccc(C(=O)NNC(=O)CN2C(=O)c3ccccc3C2=O)c1,7,4,0.7,1,-0.3,1,-5,1.0,7
Cc1ccc2cc(C(c3nnnn3Cc3ccccc3)N3CCN(c4ccccc4)CC3)c(=O)[nH]c2c1 (stereo not drawn),3,23,-1.7,-2,1.8,28,-7,-2.3,39
Cc1cc(C)c(NC(=S)NCC2CCN(C(C)c3ccccc3)C2)c(C)c1 (stereo not drawn),7,45,1.2,-54,-1.6,54*,-1,-6.1,33
Cc1ccnc(NS(=O)(=O)c2cc(C(F)(F)F)ccc2Cl)c1,10,-11,3.4*,4,0.7,-3,3,0.6,-6
CC(Sc1nncs1)C(=O)NCC(=O)Nc1ccc(F)c(F)c1F (stereo not drawn),4,4,0.6,19,3.2,0,-6,0.4,29
CS(=O)(=O)N(CC(=O)Nc1ccc(S(=O)(=O)N2CCOCC2)cc1)c1ccccc1Cl,8,1,-0.2,10,-1.1,0,-8,1.8,-9
O=C(O)c1ccccc1Nc1ccc(OC(F)F)cc1,8,2,0.5,23,0.1,-2,-10,1.3,-32
COc1ccc(CCNC(=O)CCN2C(=O)c3cccc4cccc(c34)C2=O)cc1OC,14,1,-0.4,-44,-1.1,-1,-5,0.4,4
CSc1nnc(C)c(/C=C/NOCc2cccc(F)c2)n1,9,-6,0.6,22,2.9,0,-10,-1.8,17

Source: PubChem BioAssay (several laboratories)

This is a subset. The share of hits here may be higher or lower than overall.
